High-throughput results deposited in PubChem by National Center for Advancing Translational Sciences (NCATS).
FLuc counter: firefly luciferase modulation, counter-screen for miR-21 project; P08659; purified FLuc, Km substrates, luminescence inhibition; Potency, µM (doses to about 57.5 µM), without a hit: at the top dose activity change, negative = inhibition, most hits filed as inhibitors; actives 6.9% (n = 360,000); active = well fitted inhibition curve with a large enough effect; inconclusive = small, poorly fitted or top-dose-only effect;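 note: plate controls were vehicle for no effect and reference inhibitor for full effect; nearly all actives have a fitted effect of over 55% in size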
Target sequence (P08659 whole entry, looked up): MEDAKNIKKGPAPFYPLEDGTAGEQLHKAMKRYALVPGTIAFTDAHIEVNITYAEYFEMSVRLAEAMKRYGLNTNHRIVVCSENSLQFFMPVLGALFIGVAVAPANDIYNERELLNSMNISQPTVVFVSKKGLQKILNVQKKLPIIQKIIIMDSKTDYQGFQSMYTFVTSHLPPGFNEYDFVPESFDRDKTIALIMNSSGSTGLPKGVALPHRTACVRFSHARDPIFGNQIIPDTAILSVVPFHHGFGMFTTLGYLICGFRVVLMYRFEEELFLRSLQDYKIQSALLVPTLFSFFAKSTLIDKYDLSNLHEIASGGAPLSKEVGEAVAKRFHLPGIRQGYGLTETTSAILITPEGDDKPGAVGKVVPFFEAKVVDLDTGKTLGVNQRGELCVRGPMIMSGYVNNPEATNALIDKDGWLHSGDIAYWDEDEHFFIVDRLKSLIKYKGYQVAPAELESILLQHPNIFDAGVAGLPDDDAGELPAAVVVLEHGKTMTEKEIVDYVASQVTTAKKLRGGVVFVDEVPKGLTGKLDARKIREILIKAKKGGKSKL
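Biochemical qHTS of compounds, final roughly 60 µM downward over six points, against 10 nM purified firefly luciferase using Km concentrations of substrates (10 uM D-luciferin, 10 uM ATP) in Tris acetate pH 7.5 buffer; luminescence output.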
* hit, by the source's call; ? = inconclusive. Potency is the fitted concentration of half-maximal effect. Not all compounds are listed; rates above refer to the full screens.

SMILES	FLuc counter
COc1ccc(CNC(=O)c2cnc3sc(N4CCCC4)nn3c2=O)c(OC)c1	-3%
Cc1ccccc1Cn1nnc2sc3c(c2c1=O)CCCC3	3%
CCOc1cc2sc(N3CCC(C(=O)Nc4cc(C)cc(C)c4)CC3)nc2cc1Br	-1%
COc1ccccc1CNC(=O)C(=O)NCC(c1cccs1)S(=O)(=O)c1ccccc1 (stereo unspecified)	-9%
O=C(NCc1ccc(Cl)cc1)C(=O)NCC(c1cccnc1)N1CCN(c2ccccc2)CC1 (stereo unspecified)	-18%
Cc1ccc(C)c(S(=O)(=O)c2nnn3c2nc(Nc2ccc(C)c(C)c2)c2ccccc23)c1	-4%
C=C(C)CSc1nc2sc3c(c2c(=O)n1Cc1ccccc1)CC(C)(CC)OC3 (stereo unspecified)	-7%
CCc1c(C)sc2c1CCN(C(=O)Nc1ccccc1C(F)(F)F)C2c1ccccc1 (stereo unspecified)	2%
CC(C)CC(=O)NCC(c1ccc2c(c1)OCO2)N1CCN(c2ccccc2F)CC1 (stereo unspecified)	2%
COc1ccc(-c2c(C)c3ccc(O)c(CN4CCN(CCO)CC4)c3oc2=O)cc1OC	3%
CCOc1ccc(C(=O)Nc2ccc(-c3cc4ccccc4oc3=O)cc2)cc1Br	-4%
O=C(c1ccccc1Br)N(Cc1ccco1)Cc1ccco1	-14%
Cc1cccc(CC(=O)NC2CC(=O)N(c3cccc(F)c3)C2)c1 (stereo unspecified)	1%
CCOC(=O)c1c(C)[nH]c(CCC(=O)Nc2ccccc2C(=O)OC)c1C	1%
N#Cc1ccccc1NC(=O)C(=O)NCCc1csc(-c2ccc(C(F)(F)F)cc2)n1	0%
CCOC(=O)c1ccc(NC(=O)C2=C(C)Nc3nc(SCc4ccc(Cl)cc4)nn3C2c2ccc(OC)cc2)cc1 (stereo unspecified)	0%
O=C(OCc1ccccc1)c1ccc(-c2nnn(Cc3ccccc3F)n2)cc1	-5%
COc1ccc(C(=O)NNc2ncnc3c2cnn3-c2ccc(C)c(Cl)c2)cc1	?
O=C(NCCc1ccccc1)c1ccc2c(c1)N(Cc1ccccc1Cl)C(=O)c1ccccc1S2	2%
COc1ccc(NC(=O)CCS(=O)(=O)c2nc(-c3ccc4c(c3)OCO4)cc(C(F)(F)F)n2)cc1OC	-12%
O=C(NC1CC(=O)N(c2cccc(F)c2)C1)c1ccc(Br)o1 (stereo unspecified)	1%
CCN(CC)S(=O)(=O)c1ccc2c(c1)N(CC(=O)Nc1ccc(F)cc1F)C(=O)C1CCCN21 (stereo unspecified)	1%
Cc1ccc(NC(=O)c2c(C)oc3ccc(O)c(CN4CCOCC4)c23)c(C)c1	2%
CCc1ccccc1NC(=O)N1CCc2c([nH]c3ccccc23)C1c1ccc(C)cc1 (stereo unspecified)	0%
CCC(=O)OC1=CN(Cc2ccccc2)S(=O)(=O)c2ccccc21	-15%

Already shown: 7 of the compounds above.
SMILES	FLuc counter
COc1ccc(CNC(=O)c2cnc3sc(N4CCCC4)nn3c2=O)c(OC)c1	-3%
Cc1ccccc1Cn1nnc2sc3c(c2c1=O)CCCC3	3%
CCOc1cc2sc(N3CCC(C(=O)Nc4cc(C)cc(C)c4)CC3)nc2cc1Br	-1%
COc1ccccc1CNC(=O)C(=O)NCC(c1cccs1)S(=O)(=O)c1ccccc1 (stereo unspecified)	-9%
O=C(NCc1ccc(Cl)cc1)C(=O)NCC(c1cccnc1)N1CCN(c2ccccc2)CC1 (stereo unspecified)	-18%
Cc1ccc(C)c(S(=O)(=O)c2nnn3c2nc(Nc2ccc(C)c(C)c2)c2ccccc23)c1	-4%
C=C(C)CSc1nc2sc3c(c2c(=O)n1Cc1ccccc1)CC(C)(CC)OC3 (stereo unspecified)	-7%

(next part)
SMILES	FLuc counter
O=C(Nc1cccc(C(=O)OCc2cc(=O)n3c4c(sc3n2)CCCC4)c1)c1ccccc1	2.4µM*
O=C(Nc1ccc(C(F)(F)F)cc1)C1(c2cccs2)CCOCC1	2%
CCc1ccccc1N1CC(c2nc3ccccc3n2CCOc2ccc(Cl)c(C)c2)CC1=O (stereo unspecified)	-15%
CC(NC(=O)c1cc2c(=O)n3ccccc3nc2n(C(C)C)c1=N)c1ccccc1 (stereo unspecified)	-5%
COc1ccc(F)cc1NC(=O)C1CCN(c2nc(-c3ccc(OC)c(OC)c3)no2)CC1	2%
COc1ccc(/C=C/C(=O)Nc2sc3c(c2C(N)=O)CCCC3)cc1	?
CC(=O)c1ccc(NS(=O)(=O)c2ccc3[nH]c(=O)[nH]c3c2)cc1	-19%
Cc1ccc(CCNC(=O)c2cccc(Nc3nc4ccccc4nc3-n3nc(C)cc3C)c2)cc1	-6%
Cc1cccc2nc(-c3ccccn3)c(Nc3ccc(F)cc3)n12	3%
Cc1ccc(/C=C(\C#N)c2nc(-c3ccc(-c4ccccc4)cc3)cs2)cc1	-2%
CCCCn1cc(S(=O)(=O)c2ccccc2)c(=O)c2cc(F)c(N3CCN(CCC)CC3)cc21	0%
COc1ccc(N2CCN(C(c3ccccc3)c3sc4nc(-c5ccco5)nn4c3O)CC2)cc1 (stereo unspecified)	?
COc1ccc(-c2noc(CSc3nnc(-c4ccncc4)n3-c3ccc(C)c(C)c3)n2)cc1	-1%
Cc1cc(C)cc(C(=O)N2CC(=O)Nc3ccc(C)cc3C2c2ccccc2)c1 (stereo unspecified)	-12%
COc1ccccc1CCNC(=O)Cc1c(C)c2cc3c(C(C)(C)C)coc3c(C)c2oc1=O	-9%
COc1ccc(-n2cc(-c3ccccc3)c3c(N4CCCC(C)C4)ncnc32)cc1 (stereo unspecified)	-15%
Cc1ccccc1OCC(=O)Nc1ccc(S(=O)(=O)Nc2ncccn2)cc1	-19%
COc1ccc(-n2c3c(cc(-c4nc(-c5ccc(C)cc5)cs4)c2=O)C(=O)CC(C)(C)C3)cc1	1%
CCc1ccccc1NC(=O)CN1C(=O)C2CCCN2c2ccc(S(=O)(=O)N(CC)CC)cc21 (stereo unspecified)	6%
CCC(=O)N1c2ccccc2CC1C(=O)NCCN1CCN(c2cccc(C)c2C)CC1 (stereo unspecified)	-2%
O=C(NCC(c1ccco1)S(=O)(=O)c1cccs1)c1ccc(F)c(F)c1 (stereo unspecified)	4%
COc1cccc2c1cc1c(=O)n(CC(=O)N3CCN(c4cc(Cl)ccc4C)CC3)nc(C)n12	0%
CCOC(=O)c1sc(NC(=O)c2cc3nc(-c4ccc(Br)cc4)cc(C(F)(F)F)n3n2)c(C(=O)OCC)c1C	0%
CC(=O)CSc1nc(-c2ccccc2)[nH]c1S(=O)(=O)c1ccc(C)cc1	?
O=C(NCc1ccccc1)C1CCN(S(=O)(=O)c2ccc3c(c2)CCCN3C(=O)C2CCC2)CC1	-9%
Remaining list, next part:
SMILES	FLuc counter
O=C(O)c1ccc2nc(-c3cc4cc(Cl)ccc4oc3=O)[nH]c2c1	21µM*
Cc1ccc(CN(C(=O)COc2c(C)cccc2C)C2CCS(=O)(=O)C2)o1 (stereo unspecified)	2%
O=c1oc2ccc(Br)cc2cc1-c1csc(-c2ccccc2)n1	2%
COc1cc(NC(=O)c2cc3nc(-c4ccccc4)cc(-c4ccccc4)n3n2)c(OC)cc1Cl	-1%
CCOc1cc(S(=O)(=O)NCCc2c(C)[nH]c3ccc(C)cc23)ccc1F	-1%
Cc1ccc(NC(=O)C(c2ccccc2)N2Cc3ccccc3C2=O)cc1Cl (stereo unspecified)	-3%
Cc1ccc(NC(=O)Cn2cc(S(=O)(=O)N3CCCC3)c(S(=O)(=O)N3CCCC3)c2)cc1F	-12%
O=C(c1ccc(F)cc1)N1CCN(CCc2ccncc2)CC1	-5%
CC1CCN(C(=O)CN2c3ccc(C(C)C)cc3-c3ccccc3S2(=O)=O)CC1	?
COc1cccc(NC(=O)CSc2nnc3[nH]c(=O)cc(-c4ccccc4)n23)c1	1.2µM*
Cc1c(C(=O)N(C)C)sc2c1c(=O)n(-c1ccc(F)cc1)c(=O)n2CC(=O)N(C)c1ccccc1	1%
Cc1cc(C)c2c(CC(=O)Nc3nnc(C(C)C)s3)coc2c1	0%
CC(=O)c1ccc(NC(=O)C2CCN(S(=O)(=O)c3ccc4[nH]c5c(c4c3)CCCCC5)CC2)cc1	2%
Cc1ccc(NS(=O)(=O)c2ccc3[nH]c4c(c3c2)CCCC4)c(C)c1	-18%
Cc1ccc(-c2nnc(SCC(=O)c3ccc(Cl)cc3)n2-c2ccccc2)cc1	-5%
CCCC1=Nc2cc(C(=O)NC3CCCCC3)ccc2Sc2ccc(C)cc21	-11%
Fc1ccc(-c2cn3cc(Cc4ccccc4)sc3n2)cc1	0.12µM*
CSc1ccc(CNC(=O)c2ccc(NC(=O)c3nsc4ccccc34)cc2)cc1	6µM*
CCCCN(CCCNC(=O)c1cc(Nc2ccc(OC)c(OC)c2)nc2ccccc12)c1ccccc1	?
COC(=O)CCN(c1ccccc1)C(CNS(=O)(=O)c1ccccc1)c1ccccc1 (stereo unspecified)	6%
COc1ccc(Cn2ccnc2SCC(=O)NCc2ccco2)cc1	0%
Cc1ccc(C)c(OC(=O)CSc2nnc(-c3ccc4c(c3)OCO4)o2)c1	-1%
CC1CN(C(=O)N2CCC(C(=O)NCCC3=CCCCC3)CC2)c2ccccc2O1 (stereo unspecified)	-8%
COc1ccc(CN2CCc3nc(SCC(=O)Nc4cc(C)cc(C)c4)[nH]c(=O)c3C2)cc1	-1%
CCCc1cnc2c(c1SCC(=O)Nc1cccc(C)c1C)c(=O)n(C)c(=O)n2C	-3%
Next section
SMILES	FLuc counter
CCOc1ccc(S(=O)(=O)NCC(c2ccco2)S(=O)(=O)c2cccs2)cc1 (stereo unspecified)	-2%
Cc1ccc(NC(=O)c2oc3ccc(S(=O)(=O)N4CCCCC4)cc3c2C)cc1Cl	-1%
COc1ccc(NC(=O)c2cc(C)nc3c2c(C)nn3-c2cccc(Cl)c2C)c(OC)c1	-2%
CCSc1ncc(Cl)c(C(=O)N(Cc2ccccc2)Cc2ccco2)n1	-17%
COc1cc(C2C(=O)N(C3CCCCCC3)CC(=O)N2Cc2ccccc2)ccc1OC(C)C (stereo unspecified)	-16%
O=C(OCC1CCCO1)c1ccc2c(c1)N(Cc1ccccc1Cl)C(=O)c1ccccc1S2(=O)=O (stereo unspecified)	-6%
CCCOc1ccccc1C(=O)N1CCC(c2nc3ccccc3s2)CC1	?
CCN1CCN(c2cc(C)c3cc(NC(=O)c4cc(OC)c(OC)c(OC)c4)ccc3n2)CC1	-14%
CCOc1ccc(CCNC(=O)c2cnc3c(-c4ccc(F)cc4)c(C)nn3c2C)cc1	-3%
COc1ccc(-c2noc(CNC(=O)COc3cccc(C)c3C)n2)cc1	2%
COc1cc(C2c3c(oc4ccccc4c3=O)C(=O)N2Cc2ccc(C)cc2)ccc1O (stereo unspecified)	-4%
Cc1oc(-c2ccc(C(=O)NCc3ccc(Cl)cc3)cc2)nc1CS(=O)(=O)c1ccccc1	-2%
COc1ccccc1-c1nc2c(c(SCc3cccc(Cl)c3)n1)Cc1c(CO)cnc(C)c1O2	-3%
CCc1cccc(C)c1NC(=O)c1cc(S(=O)(=O)N(C)Cc2ccccc2)ccc1F	-7%
Cc1ccccc1C(=O)Nc1sc2c(c1C(=O)N1CCCCC1)CCC(C(C)(C)C)C2 (stereo unspecified)	-2%
CCc1ccc(-n2nc(CO)c(C(=O)NCC(c3ccccc3)c3ccccc3)n2)cc1	-1%
COC(=O)c1c(C)sc(-c2c(-c3cccc(OC)c3)[nH]c3c2c(=O)[nH]c(=O)n3C)c1O	3%
Cc1ccc(OCc2nnc(-c3ccccc3)o2)cc1	17µM*
CCc1ccc2oc(-c3ccc(NC(=O)c4cccc(Cl)c4Cl)cc3)nc2c1	-1%
O=C(c1ccc(C(F)(F)F)cc1)N1CCC(c2nc(-c3ccc(S(=O)(=O)N4CCCC4)cc3)no2)CC1	-8%
COc1cc2c(cc1OC)C(COc1ccc3c(C)cc(=O)oc3c1)N(C(=O)c1cccc(OC)c1OC)CC2 (stereo unspecified)	0%
O=S(=O)(Nc1cccc(-c2ccc(N3CCCCC3)nn2)c1)c1cccc(F)c1	2.4µM*
Cc1ccc(CN2C(=O)C(O)(CC(=O)c3ccc(C)cc3)c3ccccc32)cc1 (stereo unspecified)	?
COc1ccccc1C(=O)Nc1ccc(NC(=O)c2cccs2)cc1	?
CCOC(=O)c1c(NC(C)=O)c2c3c(sc2n1Cc1nc(-c2ccccc2C)oc1C)CCCC3	1%
Going on with the list.
SMILES	FLuc counter
Cc1cc(C)cc(NC(=O)Cn2c(-c3cncs3)nc3ccccc32)c1	-14%
Cc1nc2ccc(S(=O)(=O)N(CC(=O)Nc3cccc(Cl)c3)Cc3ccccc3)cc2s1	-10%
CCOc1ccc(C2C(C(=O)Nc3ccccc3C)=C(C)Nc3nnnn32)cc1 (stereo unspecified)	0%
CCOc1cc(C#N)c(NC(=O)c2cccc(S(=O)(=O)N3CCOCC3)c2)cc1OCC	-7%
Cc1nn(CC(=O)NCc2ccccc2Cl)c(=O)c2nn(-c3ccccc3)c(C)c12	?
Cc1cccn2c(=O)c(C(=O)NCCc3ccc(S(N)(=O)=O)cc3)c(O)nc12	3%

Four entries from above, reformatted.
CCOc1cc(C#N)c(NC(=O)c2cccc(S(=O)(=O)N3CCOCC3)c2)cc1OCC
  FLuc counter = -7%
Cc1nn(CC(=O)NCc2ccccc2Cl)c(=O)c2nn(-c3ccccc3)c(C)c12
  FLuc counter = ?
CCOc1ccc(C2C(C(=O)Nc3ccccc3C)=C(C)Nc3nnnn32)cc1 (stereo unspecified)
  FLuc counter = 0%
Cc1cccn2c(=O)c(C(=O)NCCc3ccc(S(N)(=O)=O)cc3)c(O)nc12
  FLuc counter = 3%
